From PubChem
ALOX12 inh: Primary qHTS assay for inhibitors of human arachidonate 12S-lipoxygenase (ALOX12): Round 2 | Polyunsaturated fatty acid lipoxygenase ALOX12 (Homo sapiens), P18054 | purified 12hLO, xylenol orange hydroperoxide absorbance | Potency, µM (titrated, usually from 108 µM), inactives show at the highest dose activity change, negative = inhibition, usual class: inhibitors | actives 1.1% (n = 580,000); note: % is set by controls: 0 for no effect and ±100 for the full control effect
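Hydroperoxide product was detected by ferrous iron/xylenol orange as the 573 to 405 nm absorbance ratio. Arachidonic acid at 40 uM (final) was turned over for 30 min at room temperature by 150 nM human 12hLO, pH 7.0 Hepes buffer, after 15 min compound preincubation.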
Vif-APOBEC3F blk: qHTS for Inhibitors of Vif-A3F Interactions: qHTS; AID 602313, 2012; actives 0.2% (n = 390,000); Potency, µM (highest dose often 46.1 µM), without a hit: at the highest dose activity, negative = active; HeLa A3F-eYFP + Vif (tagged APOBEC3F with the HIV-1 protein that degrades it), YFP fluorescence increase; note: % of control where 0% means no effect; nearly all actives have a fitted effect of over 65% in size
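Fluorescence increase (Ex 488/Em 500-530) after overnight compound treatment at 37 deg C flags inhibition of Vif-driven A3F-eYFP loss in stable HeLa A3F-eYFP/Vif cells seeded overnight beforehand.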
TrxR1 substrate: qHTS Assay for Substrates of Mammalian Selenoprotein Thioredoxin Reductase 1 (TrxR1): qHTS. Thioredoxin reductase 1, cytoplasmic (Rattus norvegicus), O89049. Potency, µM (series often up to 114 µM), for the others: at the top dose activity change, negative = substrate turnover. AID 588456, 2011. purified TrxR1 substrate turnover, NADPH consumption readout. actives 0.01% (n = 390,000); note: % is set by controls: 0 for no effect and ±100 for the full control effect; nearly all actives have a fitted effect of over 50% in size
Target sequence (O89049 whole entry, looked up): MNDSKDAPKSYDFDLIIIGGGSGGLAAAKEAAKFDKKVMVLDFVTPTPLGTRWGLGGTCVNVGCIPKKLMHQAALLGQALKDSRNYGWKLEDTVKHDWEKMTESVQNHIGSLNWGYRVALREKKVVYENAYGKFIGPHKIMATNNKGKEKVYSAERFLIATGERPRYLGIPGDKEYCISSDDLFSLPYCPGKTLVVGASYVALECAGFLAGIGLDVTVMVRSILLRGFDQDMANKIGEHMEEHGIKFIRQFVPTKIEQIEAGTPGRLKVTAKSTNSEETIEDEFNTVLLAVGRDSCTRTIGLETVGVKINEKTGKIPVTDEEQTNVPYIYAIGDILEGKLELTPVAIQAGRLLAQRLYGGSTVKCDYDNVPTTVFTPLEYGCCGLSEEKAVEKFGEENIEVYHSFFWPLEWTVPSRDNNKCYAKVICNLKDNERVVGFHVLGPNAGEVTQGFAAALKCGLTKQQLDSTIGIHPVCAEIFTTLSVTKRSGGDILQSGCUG
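Rat TrxR1, dispensed at 90 nM, was prereduced with 400 uM NADPH (final) for 5 min at ~22 deg C, then incubated with compound 15 min before 400 uM selenite. A first-read NADPH fluorescence drop versus no-compound background flagged substrates.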
Vif-APOBEC3G blk: qHTS for Inhibitors of Vif-A3G Interactions: qHTS; HeLa A3G-eYFP + Vif (tagged APOBEC3G with the HIV-1 protein that degrades it), YFP fluorescence, overnight; actives 0.076% (n = 410,000); DNA dC->dU-editing enzyme APOBEC-3G (Homo sapiens), Q9HC16; Potency, µM (titrated, usually from 46.1 µM), for the others: at the highest dose activity, negative = active, actives largely listed as inhibitors; AID 602310, 2012;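 note: % is set by controls: 0 for no effect and ±100 for the full control effect; nearly all actives have a fitted effect of over 60% in size; hits raise eYFP signal because A3G escapes Vif-driven loss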
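HeLa cells stably expressing Vif and C-terminally eYFP-tagged A3G, seeded overnight at 37 deg C, then exposed to compound by pintool overnight at 37 deg C. Rise in yellow fluorescence (Ex 488/Em 500-530, Acumen) marks blocked Vif-driven A3G degradation.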
USP1-UAF1 inh: Inhibitors of USP1/UAF1: Primary Screen | Ubiquitin carboxyl-terminal hydrolase 1 (Homo sapiens), O94782 | recombinant USP1/UAF1, Ub-Rhodamine cleavage fluorescence | Potency, µM (doses to about 57.1 µM), inactives show at the top dose activity change, negative = inhibition, hits mostly inhibitors | actives 0.23% (n = 390,000); note: % is set by controls: 0 for no effect and ±100 for the full control effect; nearly all actives have a fitted effect of over 60% in size; inactives centre near -12
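1 nM enzyme complex + cpd, 15 min RT; start with Ub-Rho 150nM final; kinetic fluorescence ex 480/em 540, 6 reads q60 s. Buffer 50mM HEPES pH 7.8, 0.5mM EDTA, 0.1 mg/ml BSA, 1mM TCEP, 0.01% Tween-20.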
RGS4 inhibitor: Inhibitors of Regulator of G Protein Signaling (RGS) 4: qHTS. Transcreener GDP fluorescence polarization, RGS4-accelerated GTP hydrolysis. actives 0.039% (n = 390,000). Potency, µM (doses to about 114 µM), without a hit: top-dose activity change, negative = inhibition, hits mostly inhibitors. Regulator of G-protein signaling 4 (Homo sapiens), P49798; note: % is set by controls: 0 for no effect and ±100 for the full control effect; nearly all actives have a fitted effect of over 75% in size; some results filed as inactive show a strong effect at the top dose
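MLSMR compounds (23 nl, pin-transferred) preincubated 10 min at room temperature with a 500nM (2x) first reagent, then RGS4 at 900nM (2x) plus Transcreener GDP mix added; fluorescence polarization (620/688 nm) read before and after 90 min at 30 °C.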
IDH1 R132H inh: qHTS for Inhibitors of mutant isocitrate dehydrogenase 1 (IDH1): qHTS. actives 0.093% (n = 390,000). Potency, µM (top dose mostly 76.6 µM), for the others: at the highest dose activity change, negative = inhibition, most hits filed as inhibitors. IDH1-R132H enzyme, NADPH consumption, diaphorase/resazurin fluorescence; note: % is set by controls: 0 for no effect and ±100 for the full control effect; nearly all actives have a fitted effect of over 65% in size
Target sequence (O75874 whole entry R132H, stated change not applied): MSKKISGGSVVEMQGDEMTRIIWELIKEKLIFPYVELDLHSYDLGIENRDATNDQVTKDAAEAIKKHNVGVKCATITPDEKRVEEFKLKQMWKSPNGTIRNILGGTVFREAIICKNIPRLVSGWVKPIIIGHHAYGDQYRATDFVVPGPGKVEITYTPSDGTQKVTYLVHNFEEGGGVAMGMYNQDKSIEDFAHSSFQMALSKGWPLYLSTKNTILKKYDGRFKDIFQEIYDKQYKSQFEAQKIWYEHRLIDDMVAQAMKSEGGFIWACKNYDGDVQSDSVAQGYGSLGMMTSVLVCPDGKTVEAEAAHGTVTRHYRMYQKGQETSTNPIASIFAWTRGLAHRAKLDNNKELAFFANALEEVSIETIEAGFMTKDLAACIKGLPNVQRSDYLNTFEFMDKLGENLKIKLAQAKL
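IDH1-R132H (0.5 ug/mL dispensed) in pH 7.5 Tris buffer was preincubated 30 min with compound, then given a substrate mix of 0.016 mM NADPH and 2 mM alpha-KG for 80 min at room temperature; remaining NADPH was read by diaphorase/resazurin fluorescence.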
RXFP1 ag: qHTS Assay for Agonists of the Relaxin Receptor RXFP1 | HEK293T-RXFP1 cAMP TR-FRET, 30 min; response scale: percent of porcine relaxin response, buffer zero | Potency, µM (series often up to 57.5 µM), for the others: at the top dose activation, most hits filed as activators | actives 0.3% (n = 370,000) | AID 2676, 2010; note: % is set by controls: 0 for no effect and ±100 for the full control effect; nearly all actives have a fitted effect of over 60% in size; many of its hits are not listed in these tables
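HEK293 cells stably expressing RXFP1, treated 30 min at 37C with compounds plus PDE4 inhibitor Ro 20174; cAMP measured by HTRF TR-FRET. Normalized to buffer and 29 nM porcine relaxin; EC50 by Hill fit.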
rTrxR1 inhibitor: qHTS Assay for Inhibitors of Mammalian Selenoprotein Thioredoxin Reductase 1 (TrxR1): qHTS. Thioredoxin reductase 1, cytoplasmic (Rattus norvegicus), O89049. recombinant rTrxR1, NADPH fluorescence consumption, selenite substrate. Potency, µM (doses to about 114 µM), for the others: at the top dose activity change, negative = inhibition, actives largely listed as inhibitors. actives 1% (n = 390,000). AID 588453, 2011; note: % is set by controls: 0 for no effect and ±100 for the full control effect; nearly all actives have a fitted effect of over 65% in size
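Rat TrxR1 (90 nM in the dispensed reagent) was pre-reduced with 400 uM NADPH for 5 min at room temperature, then incubated with compound for 15 min. After 400 uM selenite was added, NADPH fluorescence (Ex 340/Em 450 nm) was followed for 8 min.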
Active calls of the source: *; ? = inconclusive; nt = no result given; & = joins results of further samples; [ ] = another dose, or the depositor's remark. Calls come from the whole dose curve; as a rule, active = well fitted curve in the direction sought with a large enough effect; inconclusive = small, poorly fitted or top-dose-only effect, or another doubt; inactive = no such curve, though single readings can be large; an effect the other way counts as inactive or inconclusive. Potency is the fitted concentration of half-maximal effect.

(1) CCCCOC(=O)Nc1cccc(C(C)=O)c1
(2) N#CC1=C(N)OC2=C(CC/C2=C\c2ccccc2Cl)C1c1ccccc1Cl (stereo not given)
(3) CC(Oc1cc2oc(=O)c3c(c2cc1Cl)CCC3)C(=O)NCCN1CCOCC1 (stereo not given)
(4) COc1ccc(NC(=O)NN2CCN(C)CC2)cc1
(5) COc1ccc(NC(=O)CSc2nc(N)c3cc4c(nc3n2)CC(C)(C)OC4)cc1
(6) CC(=O)NC1C(=O)Nc2c1cccc2C(F)(F)F (stereo not given)
(7) C=CCNc1nc(-c2sc(NC(=O)CC)nc2C)cs1
(8) CCOC(=O)c1ccc(N2C(=O)C=C(N3CCOCC3)C2=O)cc1
(9) CCOc1ccc(-c2[nH]ncc2-c2ccc(Cl)cc2)c(O)c1
(10) O=C(CCc1ccccc1)NC1CC(=O)N(c2ccccc2)C1 (stereo not given)

assay / entry | 1 | 2 | 3 | 4 | 5 | 6 | 7 | 8 | 9 | 10
ALOX12 inh | 11% | ? | 14% | -2% | 0% | -4% | ? | 3% | ? | -14%
Vif-APOBEC3F blk | 2% | ? | -2% | 3% | -2% | 6% | 2% | 2% | 1% | 1%
TrxR1 substrate | -9% | 17% | 5% | 2% | 1% | -5%[57.1 µM] | -3% | -6% | -5% | 5%[57.1 µM]
Vif-APOBEC3G blk | -3% | -22% | 3% | -6% | -8% | -1% | -29% | -3% | -21% | 0%
USP1-UAF1 inh | 3% | -19% | -17% | -16% | -10% | -20% | -6% | -1% | 0% | -17%
RGS4 inhibitor | 20% | -14% | 13% | -11% | 0% | -23% | ? | 4% | 6% | -8%
IDH1 R132H inh | 7% | -6% | 7% | 0% | -2% | 3% | -1% | -7% | 8% | 25%
RXFP1 ag | 3.6% | 1.1% | 5.2% | -1.4% | 8.4% | 0.5% | 1.8% | 0.0% | -1.5% | 2.7%
rTrxR1 inhibitor | -10% | -20% | 5% | 16% | 17% | 8%[57.1 µM] | 5% | 1% | 3% | 13%[57.1 µM]

Overlap with the part before: four entries; new compounds follow.
(7) C=CCNc1nc(-c2sc(NC(=O)CC)nc2C)cs1
(8) CCOC(=O)c1ccc(N2C(=O)C=C(N3CCOCC3)C2=O)cc1
(9) CCOc1ccc(-c2[nH]ncc2-c2ccc(Cl)cc2)c(O)c1
(10) O=C(CCc1ccccc1)NC1CC(=O)N(c2ccccc2)C1 (stereo not given)
(11) C/C(=N\NC(=O)c1ccc(CN2CCOCC2)cc1)c1ccc(NC(=O)c2ccccc2)cc1
(12) Cc1ccc(C(=O)N(CC(=O)Nc2ccc(Cl)c(Cl)c2)Cc2ccco2)cc1
(13) CCN1CCOC(=O)C1CC(=O)Nc1cc(C)ccc1OC (stereo not given)
(14) O=C(NCc1nc(-c2ccc(C(F)(F)F)cc2)no1)Nc1ccc(OC(F)(F)F)cc1
(15) COc1cccc(Nc2nnc(SCc3cc([N+](=O)[O-])cc4c3OCOC4)s2)c1
(16) CC(C)(C)N(Cc1ccccc1)C(=O)CCc1ccccc1
(17) CCOC(=O)c1nn2c(C(F)(F)F)cc(-c3ccc(OC)cc3)nc2c1Br
(18) Cc1ccc(C(=O)NC2(C(F)(F)F)N=C(c3ccccc3)N(Cc3ccccc3)C2=O)cc1 (stereo not given)
(19) CCn1c(COc2ccccc2C)nnc1SCC(=O)N1CCCCC1
(20) O=c1[nH]nc(SCc2nnc(-c3ccc([N+](=O)[O-])cc3)o2)n1C1CCCCC1

assay / entry | 7 | 8 | 9 | 10 | 11 | 12 | 13 | 14 | 15 | 16 | 17 | 18 | 19 | 20
ALOX12 inh | ? | 3% | ? | -14% | -2% | ? | -4% | 271%[activator] | 82%[activator] | -11% | 0% | 0% | 0% | 4%
Vif-APOBEC3F blk | 2% | 2% | 1% | 1% | ? | -6% | 3% | 15% | 2% | -2% | ? | 7% | 8% | 4%
TrxR1 substrate | -3% | -6% | -5% | 5%[57.1 µM] | 5%[57.1 µM] | -3% | 5%[11.4 µM] | -10% | -11% | -8%[57.1 µM] | 9%[2.29 µM] | -3% | 1% | 3%
Vif-APOBEC3G blk | -29% | -3% | -21% | 0% | 3% | -1% | 0% | -14% | 1% | 4% | -1% | -1% | 1% | 1%
USP1-UAF1 inh | -6% | -1% | 0% | -17% | -15% | -6% | 4% | -12% | -8% | -3% | -19% | -27% | -15% | -20%
RGS4 inhibitor | ? | 4% | 6% | -8% | 2% | -1% | -21% | 16% | -13% | -6% | -18% | -15% | -6% | 0%
IDH1 R132H inh | -1% | -7% | 8% | 25% | -2% | 1% | -7% | -24% | 3% | 8% | 8% | 11% | 6% | 7%
RXFP1 ag | 1.8% | 0.0% | -1.5% | 2.7% | 3.5% | 1.1% | -1.2% | 0.5% | 1.3% | -1.2% | ? | 3.1% | -1.7% | 0.0%
rTrxR1 inhibitor | 5% | 1% | 3% | 13%[57.1 µM] | 5%[57.1 µM] | 2% | 11µM* | 14% | 26%[57.1 µM] | 11%[57.1 µM] | 25% | 19% | 20% | 12%

(21) CC1(C)N([O-])C2=C(c3ccccc3C2=O)[N+](=O)C1(C)C
(22) Cc1ccccc1C(=O)c1c[nH]c(C(=O)NCC2CCCO2)c1 (stereo not given)
(23) Cc1ccc(-n2c(C)nn(CCOc3ccccc3)c2=O)cc1
(24) Cc1cc(Cl)ccc1OCCCC(=O)NCCN1C(=O)S/C(=C\c2cccnc2)C1=O
(25) Cc1cc(C)c(S(=O)(=O)N2CCCC(C(=O)NCc3ccccn3)C2)c(C)c1 (stereo not given)
(26) CC(C)Oc1ccc(CC(=O)NNC(=S)Nc2ccc(Br)cc2)cc1
(27) COc1ccc(CCNC(=O)C(=O)NCC(c2ccco2)S(=O)(=O)c2ccc(C)cc2)cc1 (stereo not given)
(28) CCOc1ccc(C(C)=O)cc1N1C(=O)C2C3C=CC(C3=C(C)C)C2C1=O (stereo not given)
(29) Cn1cc(CN2CCC(C(=O)N3CCCC3)CC2)c(-c2ccccc2F)n1
(30) COc1ccc(NC(=S)NC(NC(=O)c2cccc(Cl)c2)C(Cl)(Cl)Cl)c([N+](=O)[O-])c1 (stereo not given)
(31) COc1cc(Nc2ncc3c(n2)CCN(Cc2ccc(OC(C)C)c(OC)c2)C3)cc(OC)c1
(32) COc1ccc(C2/C=C\CN(Cc3ccco3)CC(=O)N2Cc2ccc(F)cc2)cc1 (stereo not given)

assay / entry | 21 | 22 | 23 | 24 | 25 | 26 | 27 | 28 | 29 | 30 | 31 | 32
ALOX12 inh | ? | 17% | 2% | -20% | 2% | -17% | ? | -15% | 4% | ? | -27% | 0%
Vif-APOBEC3F blk | nt | 2% | 11% | -1% | 0% | -1% | -4% | -11% | 0% | -10% | nt | 3%
TrxR1 substrate | -8% | 6%[57.1 µM] | 9%[57.1 µM] | 6%[57.1 µM] | 7% | -7%[57.1 µM] | 3%[57.1 µM] | -10% | 1% | 2%[57.1 µM] | -3%[57.1 µM] | 3%&1%
Vif-APOBEC3G blk | -5% | -5% | 2% | 1% | -2% | -5% | -4% | 0% | -4% | 0% | nt | -3%&2%
USP1-UAF1 inh | -1% | -14% | -14% | -26% | -2% | -8% | 4% | -7% | -14% | -10% | -23% | -10%
RGS4 inhibitor | 14% | -10% | 1% | ? | 7% | ? | -32% | -27% | -8% | -10% | 25% | -16%&10%
IDH1 R132H inh | -1% | 2% | 2% | ? | 24% | 5% | 0% | 4% | 0% | 6% | nt | -1%
RXFP1 ag | 3.0% | 1.6% | -0.1% | -0.3% | 1.9% | 0.0% | -0.3% | 4.9% | 3.9% | -1.0% | -5.2% | 3.2%
rTrxR1 inhibitor | -7% | 11%[57.1 µM] | 21%[57.1 µM] | 5%[57.1 µM] | 8% | -28%[57.1 µM] | -3%[57.1 µM] | ? | 4% | -10%[57.1 µM] | 4%[57.1 µM] | ?

A portion of the library (hit frequency here may not be typical).
